TRHR ag: activates the human TRH receptor | P34981 | TRHR cells, calcium flux fluo-8, FDSS agonist mode | activation, % at 2 µM | 360,000 compounds, 0.18% hits; further: 0% is about no effect
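Steps: seed TRHR cells overnight; add fluo-8 no-wash Ca dye, RT 30 min–1.5 h; record 10 s baseline; pin-transfer compounds; monitor fluorescence 1 cycle/s for the agonist window. Calcium increases flag candidate agonists.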
D1 antag: antagonists of human D1 dopamine receptor; P21728; HEK293 TREx D1 cells, calcium flux, dopamine EC80; stronger effect = lower value; activity change, negative = inhibition, % at 10 µM; 360,000 compounds, 3.2% hits; AID 504652; in the data active means activity change below about -30%; further: on the % scale 0 is the no-effect control and ±100 the full control effect
Target sequence (P21728 whole entry, looked up): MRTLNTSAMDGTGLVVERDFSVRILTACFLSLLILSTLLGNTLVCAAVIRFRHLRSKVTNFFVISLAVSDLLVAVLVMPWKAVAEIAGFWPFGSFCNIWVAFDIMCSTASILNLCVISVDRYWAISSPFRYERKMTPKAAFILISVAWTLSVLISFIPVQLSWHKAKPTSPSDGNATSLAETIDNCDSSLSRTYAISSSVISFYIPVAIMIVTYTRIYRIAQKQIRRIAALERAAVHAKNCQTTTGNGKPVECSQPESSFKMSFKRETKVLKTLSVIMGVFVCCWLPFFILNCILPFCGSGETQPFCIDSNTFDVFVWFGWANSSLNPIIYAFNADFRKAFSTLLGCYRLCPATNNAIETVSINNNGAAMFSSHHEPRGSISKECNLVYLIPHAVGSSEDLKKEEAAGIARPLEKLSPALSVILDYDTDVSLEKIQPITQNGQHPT
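Tetracycline-induced HEK293 Trex D1 cells, force-coupled to calcium, dye-loaded; compounds added and read 180 s, then EC80 dopamine added and calcium flux tracked kinetically another 180 s.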
D2 ag: activates the human D2 dopamine receptor; HEK293 T-REx D2 cells, calcium flux agonist mode; activation, % at 2 µM; 340,000 compounds, 0.53% hits; P14416;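 active means activation over 3 SD above normal in the single-dose calcium agonist read, cut at about 30% in these data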; further: 0% is about no effect
Target sequence (P14416 whole entry, looked up): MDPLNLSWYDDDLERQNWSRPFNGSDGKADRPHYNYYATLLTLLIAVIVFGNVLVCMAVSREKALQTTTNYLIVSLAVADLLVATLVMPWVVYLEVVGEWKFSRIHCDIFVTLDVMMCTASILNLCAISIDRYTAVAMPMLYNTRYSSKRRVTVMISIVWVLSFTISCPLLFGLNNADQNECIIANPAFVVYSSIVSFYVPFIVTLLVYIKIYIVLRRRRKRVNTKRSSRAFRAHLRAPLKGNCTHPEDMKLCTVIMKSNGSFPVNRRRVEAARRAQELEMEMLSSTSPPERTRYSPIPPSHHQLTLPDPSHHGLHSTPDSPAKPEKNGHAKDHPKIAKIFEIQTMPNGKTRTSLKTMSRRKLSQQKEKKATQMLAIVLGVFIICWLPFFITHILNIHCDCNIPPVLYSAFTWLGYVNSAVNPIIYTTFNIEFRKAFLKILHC
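In this primary screen, compounds producing a positive calcium signal within 180 s of addition to tetracycline-induced, force-coupled HEK293 Trex D2 cells are flagged; cells are dye-loaded with a no-wash calcium kit beforehand.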
D2 PAM: positively modulates the human D2 dopamine receptor allosterically. P14416. HEK293 T-REx D2, calcium flux, EC20 dopamine potentiation. potentiation, % at 10 µM. 340,000 compounds, 0.34% hits. AID 485347;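 active means potentiation over 3 SD above the plate norm, cut at about 30% in these data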; further: 0% is about no effect
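Tetracycline-induced HEK293 T-REx cells force-coupled to calcium signalling expressed D2; compounds were pin-added after a 10 s baseline, read kinetically 180 s, then an EC20 dopamine challenge followed with a further 180 s calcium read.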
D1 ag: human D1 receptor agonism; HEK293 T-REx D1 cells, calcium flux, agonist mode; 360,000 compounds, 1% hits; activation, % at 2 µM; AID 504660; further: 0% is about no effect
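Tetracycline-induced HEK293 TREx D1 cells, force-coupled to calcium signalling, were dye-loaded with a no-wash calcium kit. Compound was pin-added after a 10 s baseline. Fluorescence was read kinetically at 1 cycle/s for 180 s, with calcium rises flagged as agonism.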
D1 potentiator: human D1 dopamine receptor positive modulation | P21728 | HEK293 TREx D1 cells, calcium flux, dopamine EC20 potentiation | potentiation, % at 10 µM | 360,000 compounds, 0.036% hits; in the data active means potentiation above about 30%; further: 0% is about no effect
TRHR enhancer: TRH receptor (human) allosteric enhancement; P34981; TRHR cells, fluo-8 calcium fluorescence, EC20 TRH enhancement; enhancement, % at 2 µM; 360,000 compounds, 0.66% hits; in the data active means enhancement above about 30%; further: 0% is about no effect
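TRHR-expressing cells loaded with fluo-8 calcium dye were read kinetically (ex 480/em 530) during compound addition, then stimulated with an EC20 of TRH (10 nM final). Enhancement of the Gq-mediated intracellular calcium response was scored.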
RXFP1 antagonist: RXFP1 (human) relaxin receptor antagonism. Q9HBX9. HEK293-RXFP1, relaxin-stimulated cAMP HTRF, 30 min; stronger effect = lower value. activity change, negative = inhibition, % at 57.5 µM. 350,000 compounds, 0.59% hits. AID 1259400;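 active means activity change of -60% or lower, but not beyond a set lower limit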; further: on the % scale 0 is the no-effect control and ±100 the full control effect
D2 antagonist: antagonists of human D2 dopamine receptor. HEK293 TREx D2 cells, calcium flux, dopamine EC80. 340,000 compounds, 2% hits. AID 485344. P14416. inhibition, % at 10 µM; in the data active means inhibition above about 30%; further: 0% is about no effect
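Measurement of antagonist activity uses fluorescent calcium dye in inducible HEK293 T-REx D2 cells: 10 s baseline, compound addition with 180 s read, EC80 dopamine addition with a further 180 s read.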
* = called active by the depositor; . = not tested or not shown. Unless noted, no stated cut-off is given here; in the data, active means activation above about 30%; inactive means the rest.

SMILES | TRHR ag | D1 antag | D2 ag | D2 PAM | D1 ag | D1 potentiator | TRHR enhancer | RXFP1 antagonist | D2 antagonist
COc1ccc(-c2ccc(-c3nc4c(c(=O)[nH]c(=O)n4Cc4ccccc4)n3C)o2)c([N+](=O)[O-])c1 | -0.8 | -3 | -1.2 | 10 | 5 | -6 | 6 | -16 | -4
Cc1ccc(NC(=O)CN(C)C(=O)c2nn(C)c(=O)c3ccccc23)cc1 | 0.2 | 0 | -0.1 | -12 | 0 | -7 | 0 | -2 | 22
CCOC(=O)N(NC(=O)C(O)(CC(C)C)CC(C)C)c1ccccc1 | -1.2 | -6 | 2.4 | 4 | 7 | 3 | 0 | 13 | -5
NC(=O)CSc1nnc(-c2cccnc2)n1CCc1ccccc1 | 1.5 | -7 | -0.6 | -2 | 2 | -3 | 13 | -2 | -46
COC(=O)c1cc(OC)nc(OC)c1 | -0.3 | -1 | 0.5 | 11 | 5 | 7 | 1 | -14 | -32
Cc1ccn(CCC(=O)N2CCCC(CCC(=O)N3CCN(c4ccccn4)CC3)C2)n1 (stereo not drawn) | -0.9 | 0 | -0.4 | 2 | 1 | -3 | 3 | -10 | -7
Cc1nc(C)c(C(=O)C2=C(O)C(=O)N(CCN(C)C)C2c2ccco2)s1 (stereo not drawn) | 0.1 | -8 | 1.0 | 0 | -1 | -2 | -1 | 5 | -4
Cc1ccc(NC(=O)C2CCN(S(=O)(=O)c3cccc4nonc34)CC2)nc1 | 0.8 | -4 | 4.5 | 0 | 3 | 4 | 0 | -10 | -20
O=C(OCc1nnc(-c2ccc(Br)cc2)o1)c1cncc(Br)c1 | -0.2 | . | -1.5 | -5 | -1 | -1 | 2 | 5 | 4
NC(=O)C1=C[C@@H](c2coc3ccccc3c2=O)C[C@@H](OCc2ccc(CO)cc2)O1 | -0.1 | 1 | 0.4 | 2 | -5 | 1 | -4 | . | 11
CCOC(=O)c1c(C)n(-c2ccccc2)c2ccc(OC(=O)COc3ccccc3)cc12 | 2.2 | 6 | 2.1 | -6 | 9 | -1 | -5 | -8 | .
CC(=O)Nc1ccc(S(=O)(=O)NCC2(N3CCOCC3)CCCCC2)cc1 | -1.3 | -1 | . | . | 4 | 0 | 0 | -2 | .
Cc1c(C)c2ccc(OCC(=O)N3CCN(c4ccccc4)CC3)cc2oc1=O | 0.2 | 8 | -0.3 | 2 | 0 | -2 | 1 | 6 | 5
COc1ccc(C(=O)NCC(c2cccnc2)N2CCN(c3ccccc3OC)CC2)cc1OC (stereo not drawn) | 0.2 | -3 | 1.5 | 1 | 2 | 1 | -3 | 1 | -2
O=S(=O)(c1cc(Cl)ccc1Cl)N1CCN2CCCC2C1 (stereo not drawn) | -0.4 | -13 | 1.8 | 20 | -1 | 5 | 3 | 1 | -2
CCOc1ccc(CNC(=O)c2cccn2-c2nnc(N3CCCCC3)s2)cc1OC | -0.2 | -2 | -0.2 | 13 | 1 | -1 | -6 | . | .
CC(C)(C)OC(=O)NC(CC(=O)OCc1ccccc1)C(=O)O (stereo not drawn) | 0.7 | -5 | 0.7 | 9 | 1 | -2 | 5 | -9 | 3
COCc1nc2oc3ccccc3c(=O)c2cc1C(=O)OC | 0.4 | -6 | 0.2 | 7 | 0 | 1 | 1 | 3 | 3
Nn1c(CSc2nc3ccccc3o2)nnc1CSc1nc2ccccc2o1 | 1.4 | -17 | -0.9 | -6 | 2 | -1 | -4 | -1 | 15
Nc1c(Br)c(=O)[nH]c(=O)n1-c1ccc(F)cc1 | 0.2 | 2 | -0.2 | 6 | 1 | 1 | 0 | -3 | -3

Six entries already listed, arranged by the number in D1 potentiator, ascending.
structure | D1 potentiator
COc1ccc(-c2ccc(-c3nc4c(c(=O)[nH]c(=O)n4Cc4ccccc4)n3C)o2)c([N+](=O)[O-])c1 | -6
Cc1nc(C)c(C(=O)C2=C(O)C(=O)N(CCN(C)C)C2c2ccco2)s1 (stereo not drawn) | -2
O=C(OCc1nnc(-c2ccc(Br)cc2)o1)c1cncc(Br)c1 | -1
Cc1ccc(NC(=O)C2CCN(S(=O)(=O)c3cccc4nonc34)CC2)nc1 | 4
O=S(=O)(c1cc(Cl)ccc1Cl)N1CCN2CCCC2C1 (stereo not drawn) | 5
COC(=O)c1cc(OC)nc(OC)c1 | 7

Additional results:
SMILES | TRHR ag | D1 antag | D2 ag | D2 PAM | D1 ag | D1 potentiator | TRHR enhancer | RXFP1 antagonist | D2 antagonist
O=C(NCc1ccccn1)c1cccc(S(=O)(=O)Nc2ccc(SC(F)F)cc2)c1 | 0.3 | -1 | 2.0 | 13 | 6 | 0 | 0 | 3 | 1
CC(/C=N/NC(=O)c1cccc(F)c1)=C\c1ccccc1 | -0.4 | -4 | -1.2 | -38 | 6 | -2 | -4 | -12 | 33*
CCCCN1C(=O)CC(C(=O)O)C1c1ccc(OC)cc1 (stereo not drawn) | 2.1 | 1 | 0.7 | 2 | 3 | 7 | 4 | -7 | -9
CC[n+]1c(/C=C(\C)Nc2ccccc2)sc2ccccc21 | -0.1 | -11 | -1.1 | -14 | 5 | -7 | 1 | -20 | -4
COc1ccc(CCNC(=O)C2CCN(S(=O)(=O)c3ccc(OC)c(OC)c3)CC2)cc1OC | -0.2 | -8 | -2.5 | -4 | 0 | -2 | 7 | -1 | 21
CCCCN1C(=O)/C(=C2/Sc3ccc(OC)cc3N2CC)SC1=S | 0.6 | 9 | . | -8 | 1 | -1 | -1 | 3 | .
COc1ccc(-c2nnc(SCC(=O)N/N=C/c3ccccc3C(=O)O)n2-c2ccccc2)cc1 | 0.3 | 18 | 2.4 | 11 | 0 | 1 | 1 | 2 | -8
CCCC(=O)Nc1ccccc1Sc1ncnc2scc(-c3ccccc3)c12 | -0.7 | -4 | 1.6 | -5 | 1 | -4 | -3 | -1 | 6
COc1ccc(NC(=O)NNC(=O)COc2ccc3ccccc3c2)cc1 | 0.1 | -5 | 0.6 | -5 | 1 | -5 | -4 | -10 | -23
CCc1nn2c(N3CCOCC3)cc(C)nc2c1-c1ccccc1 | -0.1 | 4 | 3.9 | -12 | 0 | -4 | -1 | 9 | 13
Cc1cc(NS(=O)(=O)c2ccc(Nc3nc(-c4sc(C)nc4C)cs3)cc2)no1 | 1.4 | 6 | . | . | 1 | 5 | 11 | . | .
O=c1[nH]n(-c2ccccc2)c(=O)c(Cl)c1Cl | 0.0 | 11 | -0.2 | -6 | 2 | 4 | -1 | -5 | -11
Cc1cc(NC(=O)c2cccc(F)c2)no1 | 0.6 | -17 | -0.4 | -2 | 3 | -6 | 3 | . | -4
Cc1cccc(NC(=O)CC2C(=O)OCCN2Cc2ccccc2)c1 (stereo not drawn) | 0.9 | 13 | -0.6 | 16 | -1 | -3 | -3 | -11 | .
Cc1nc2ccc(C(=O)Nc3ccccc3Cl)cc2s1 | -0.9 | -9 | . | . | -1 | -5 | 51* | -2 | .
CN(C)CCNC(=O)C1CCN(c2ncnc3c2nc2n3CCCCC2)CC1 | -0.4 | -24 | -0.5 | 7 | -1 | 3 | 12 | 8 | .
CCOc1ccccc1C(=O)NCC(=O)N(C)Cc1ccccc1C | 0.2 | -43* | -1.6 | 1 | 6 | -4 | -6 | 9 | -8
Cc1ccc2c(c1)C1CN(C)CCC1N2C(=O)COc1ccc(N(C)C(=O)C(C)(C)C)cc1 (stereo not drawn) | 0.9 | 8 | 0.5 | -4 | -3 | -3 | -4 | 6 | -4
CCCN(C(=O)c1cn(-c2ccccc2)nc1-c1ccc(OC)cc1)C1CCS(=O)(=O)C1 (stereo not drawn) | 0.0 | 17 | 0.6 | 11 | 5 | 3 | -13 | -11 | 10
CC1CC(C)CN(S(=O)(=O)N2CCCC(C(=O)NCCc3ccccc3)C2)C1 (stereo not drawn) | -0.3 | 15 | -0.4 | -9 | 2 | -4 | -2 | -9 | -12
CC(C)CNC(=O)CSc1ccc(S(=O)(=O)N2CCN(C)CC2)cn1 | 0.1 | 9 | -0.3 | -3 | 1 | -2 | 3 | 4 | 17
O=c1c2[nH]c3ccccc3c2ncn1CCN1CCOCC1 | 0.8 | 18 | 0.6 | 14 | 2 | -5 | -4 | 8 | 2
Cc1nc(-c2ccc(F)cc2)sc1CCNC(=O)c1ccccc1 | -0.8 | -10 | . | -3 | 3 | -1 | -1 | . | .
CNC(=O)/C(C#N)=C1\SC(Cc2ccc(F)cc2)C(=O)N1c1ccccc1C (stereo not drawn) | -1.4 | -14 | 0.3 | 22 | 13 | -4 | -13 | -1 | 3
Cc1cc(C)nc(SCC(=O)N2CCC(C(N)=O)CC2)n1 | -0.2 | -2 | 1.0 | 30* | 2 | 1 | -5 | -10 | -14
Cc1cccc(-c2ncc(CN3CCCC(CO)(Cc4cccc(Cl)c4)C3)cn2)c1 (stereo not drawn) | 1.2 | 7 | -0.1 | -10 | 1 | -4 | -4 | -4 | 5
O=CC(=O)c1ccccc1 | 0.5 | . | 1.0 | 16 | -2 | 0 | 3 | . | -5
O=C(Nc1ccc(Cl)cc1)c1ccc2oc(=O)n(Cc3ccccc3)c2c1 | 1.2 | -15 | 3.3 | 6 | 12 | 0 | -4 | . | .
COc1ccc(-n2ncc3c(N4CCC(C)CC4)ncnc32)cc1 | -0.1 | -10 | . | 5 | 5 | -4 | -9 | . | .
Cc1ccccc1NS(=O)(=O)c1cc(C(N)=O)ccc1C | 0.4 | -1 | . | . | 1 | 0 | 3 | 10 | .
Cc1ccc(-c2nc(N)n(S(C)(=O)=O)n2)cc1 | -0.9 | -17 | -0.3 | 8 | 2 | -10 | 6 | -18 | 2
Cc1ccc(C(=O)NCCc2nnc3ccc(SCC(=O)Nc4c(C)cc(C)cc4C)nn23)cc1 | -0.5 | 3 | -0.1 | -1 | 0 | 8 | -8 | . | -6
Cc1cc(C)cc(N2CCCn3c2nc2c3c(=O)n(CC(=O)OCc3ccccc3)c(=O)n2C)c1 | -0.9 | -29 | -1.0 | 0 | 4 | -11 | 2 | -4 | 10
NC(=O)c1ccc(NC(=O)CSc2nnc(-c3ccccn3)n2N)cc1 | -0.4 | 0 | . | 5 | 5 | -6 | 9 | 9 | .
CN1c2ccccc2Oc2nnc(Cl)cc21 | 0.0 | -2 | -0.3 | 3 | 2 | 0 | 8 | 14 | -12
COc1ccc(CNC(=O)C(=O)NCCC2CCCCN2S(=O)(=O)c2ccccc2)cc1 (stereo not drawn) | 0.4 | 0 | 1.3 | 22 | 8 | -2 | -10 | -1 | -1
O=C(O)CCCN1C(=O)C2C3c4ccccc4C(c4ccccc43)[C@@H]2C1=O (stereo partly drawn) | -0.1 | 10 | 0.5 | 2 | 4 | -1 | 16 | 0 | -6
COc1cccc(C(=O)Nc2cccc3ccccc23)c1OC | -0.4 | -35* | -1.2 | 15 | 2 | 4 | 6 | -2 | -2

Exported as labelled records: two of the compounds above
> COc1ccc(CNC(=O)C(=O)NCCC2CCCCN2S(=O)(=O)c2ccccc2)cc1 (stereo not drawn)
  TRHR ag: 0.4; D1 antag: 0; D2 ag: 1.3; D2 PAM: 22; D1 ag: 8; D1 potentiator: -2; TRHR enhancer: -10; RXFP1 antagonist: -1; D2 antagonist: -1
> O=C(O)CCCN1C(=O)C2C3c4ccccc4C(c4ccccc43)[C@@H]2C1=O (stereo partly drawn)
  TRHR ag: -0.1; D1 antag: 10; D2 ag: 0.5; D2 PAM: 2; D1 ag: 4; D1 potentiator: -1; TRHR enhancer: 16; RXFP1 antagonist: 0; D2 antagonist: -6

High-throughput results deposited in PubChem by National Center for Advancing Translational Sciences (NCATS).
